Assay outcomes: PubChem, several laboratories
HDAC3 inh: blocks human histone deacetylase 3. AID 2718. hit rate 0.15% among 320,000. inhibition, % at 8.3 µM. recombinant HDAC3, fluorogenic peptide/trypsin coupled, fluorescence; in the data active means inhibition above about 26%, passing the limit was not always enough
GSK3beta inhib: human GSK3beta kinase inhibition; activity score (negative = inhibition), % at 10 µM; GST-GSK3beta kinase, ADP-Glo luminescence, 60 min; active compounds read low; P49841; hit rate 0.038% among 300,000; AID 2097;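 active means more than half of replicate wells score below -50%, meaning over 50% inhibition versus plate controls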;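 further: 0% = median DMSO wells and -100% = median GW8510 positive control wells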
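Assay system: GST-tagged human GSK3beta kinase, cell-free; Input: 1.6 ng GSK3beta; Medium: Tris/MgCl2 kinase buffer; Timing: 60 min enzyme reaction, room temperature; Signal: ADP-Glo luminescence quantifying ADP generated by kinase; Evaluation: score relative to plate controls; Benchmarks: DMSO neutral wells and GW8510 at 20 µM as positive.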
KCNK3 inh: human KCNK3 channel inhibition, primary screen; hit rate 0.84% among 340,000; B-score at 10 µM; AID 602410; CHO-KCNK3 thallium flux, FluxOR fluorescence; active compounds read low; O14649;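 active means B-score under library mean minus 4 SD, starting fluorescence ratio at most library mean plus 5 SD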;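 further: more negative B-score means stronger inhibition of thallium flux through KCNK3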
Target sequence (O14649 whole entry, looked up): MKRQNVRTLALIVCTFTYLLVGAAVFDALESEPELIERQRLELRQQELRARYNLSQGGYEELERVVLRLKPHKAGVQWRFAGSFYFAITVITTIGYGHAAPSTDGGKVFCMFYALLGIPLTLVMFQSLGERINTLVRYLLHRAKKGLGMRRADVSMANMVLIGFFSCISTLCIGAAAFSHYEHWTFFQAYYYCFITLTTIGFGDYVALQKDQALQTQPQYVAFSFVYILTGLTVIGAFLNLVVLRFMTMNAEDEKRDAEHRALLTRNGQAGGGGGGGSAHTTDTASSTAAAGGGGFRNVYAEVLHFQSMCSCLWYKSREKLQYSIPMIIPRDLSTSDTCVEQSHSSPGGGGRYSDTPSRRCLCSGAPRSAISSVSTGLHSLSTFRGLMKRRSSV
hERG protect: shields human hERG channel from block by proarrhythmic agents. Q12809. CHO-hERG, FluxOR thallium flux, dofetilide IC70 present. activation (rescue from dofetilide block), less the hit threshold, % at 10 µM. hit rate 0.51% among 310,000. AID 1511;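 active means activation above the mean of controls blocked by dofetilide plus 5 SD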;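 further: thallium influx through hERG after potassium depolarization seen as dye fluorescence rise; in these data hits start at about 4.7%; inactives centre near -7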
KCNQ1 inh: inhibitors of human KCNQ1 potassium channel; hit rate 1.3% among 310,000; P51787; AID 2642; CHO-K1 KCNQ1, FluxOR thallium flux fluorescence; active compounds read high; B-score at 10 µM;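 active means compounds whose thallium flux B-score, printed positive for inhibition, exceeds three library SD while starting fluorescence stays within three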;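 further: channel opened by potassium depolarization with thallium stimulus after 20 min compound exposure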
Target sequence (P51787 whole entry, looked up): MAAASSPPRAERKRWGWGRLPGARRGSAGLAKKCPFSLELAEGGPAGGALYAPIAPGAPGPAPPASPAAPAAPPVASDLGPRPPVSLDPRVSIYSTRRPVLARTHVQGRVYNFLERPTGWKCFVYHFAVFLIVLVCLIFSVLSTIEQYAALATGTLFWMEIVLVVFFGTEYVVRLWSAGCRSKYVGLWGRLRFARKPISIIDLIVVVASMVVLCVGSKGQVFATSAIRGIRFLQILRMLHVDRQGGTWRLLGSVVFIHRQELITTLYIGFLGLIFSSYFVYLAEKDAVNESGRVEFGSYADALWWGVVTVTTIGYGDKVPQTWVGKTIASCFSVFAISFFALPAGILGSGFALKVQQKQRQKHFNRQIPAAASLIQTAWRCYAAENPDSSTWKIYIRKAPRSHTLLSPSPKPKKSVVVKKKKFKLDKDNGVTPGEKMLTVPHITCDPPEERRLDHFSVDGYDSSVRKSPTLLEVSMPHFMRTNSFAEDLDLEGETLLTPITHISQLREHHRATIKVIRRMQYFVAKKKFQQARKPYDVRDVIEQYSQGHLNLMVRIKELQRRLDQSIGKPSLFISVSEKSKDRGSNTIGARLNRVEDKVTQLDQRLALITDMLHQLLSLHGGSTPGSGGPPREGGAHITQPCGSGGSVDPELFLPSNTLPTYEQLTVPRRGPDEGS
GSK3A inh: blocks human GSK-3 alpha kinase | P49840 | ADP-Glo luminescence, 60 min | inhibition, % at 10 µM | hit rate 0.1% among 320,000 | AID 2650;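 in the data active means inhibition above about 50%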;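 further: GST-tagged GSK-3 alpha with peptide substrate and 25 µM ATP; 0% = DMSO neutral wells and 100% = GW8510 positive control wells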
PolyA inh: yeast polyadenylation inhibition | S. cerevisiae SKY197-pL101 polyadenylation reporter, beta-gal luminescence; efflux-impaired pdr1/pdr3 knockout yeast; score 100 = 6 SD above DMSO | calls only at 12 µM | hit rate 0.02% among 300,000;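 active means lowest replicate activity score at least 50, where 100 means six control SD above control mean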;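 further: yeast exposed to compound for 9 h at 30 °C; higher score means more reporter readthrough which indicates perturbed polyadenylation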
RGS4 act: RGS4 potentiation or activation; B-score at 10 µM; hit rate 0.92% among 310,000; AID 463111; HEK293 M3R/inducible RGS4, carbachol calcium flux Fluo4; active compounds read low;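 active means B-score of the integrated calcium signal more than 4 SD below the library mean, with starting fluorescence not abnormally high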;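 further: negative B-score means reduced calcium response which marks RGS4 activation or potentiation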
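Assay system: Inducible-RGS4 HEK293 cells carrying M3 receptor | Schedule: Compound preincubation 20 min at room temperature before agonist | Signal: Kinetic calcium fluorescence imaging with Fluo4-AM dye, 2 µM | Read-out basis: B score from integrated fluorescence ratio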
KCNK9 block: human KCNK9 channel inhibition; HEK293 KCNK9, FluxOR thallium flux fluorescence; active compounds read low; B-score at 10 µM; hit rate 1.2% among 310,000;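 active means ratio B-score over 3 SD below the library mean, with starting fluorescence within 5 SD of its mean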;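 further: negative B-score means less thallium flux so channel inhibition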
KCNQ1 act: potentiates or activates the human KCNQ1 potassium channel; P51787; hit rate 0.35% among 310,000; AID 2648; CHO-K1 KCNQ1, thallium flux FluxOR fluorescence; active compounds read high; B-score at 10 µM;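 active means fluorescence ratio B-score, a plate-corrected score, at least three library SD, with initial intensity B-score within 5 SD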
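System: Stable KCNQ1 CHO-K1 line | Incubation: 90 min dye loading and 20 min compound exposure, both at room temperature | Measure: Ratio B score | Medium: Assay buffer for compound exposure, DMSO matched across wells | Compound dosing: Single-concentration screen | Probe or stimulus: K+/Tl+ depolarizing stimulus | Measured by: Kinetic FluxOR fluorescence, 10 s baseline plus 110 s post-stimulus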
Dyrk1A ADPGlo: inhibitors of rat Dyrk1A kinase. AID 504441. inhibition, % at 12.5 µM. ADP-Glo luminescence, NFATc1 peptide. hit rate 0.43% among 310,000; in the data active means inhibition above about 50%;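 further: plate controls were vehicle with enzyme for no effect and no enzyme for full effect; many of its hits are not listed in these tables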
Numbers without * were called inactive.

Screening CCCCn1c(N)c(N(CCOC)C(=O)c2ccc(S(=O)(=O)N3CCCCCC3)cc2)c(=O)[nH]c1=O returned HDAC3 inh 3, GSK3beta inhib 1, KCNK3 inh inactive, hERG protect -16, KCNQ1 inh inactive, GSK3A inh 4, PolyA inh inactive, RGS4 act inactive, KCNK9 block inactive, KCNQ1 act inactive and Dyrk1A ADPGlo -2.
`O=C(c1ccc(F)cc1)N1CCC(N2CCCCCC2)CC1` gave HDAC3 inh 6, GSK3beta inhib 2, KCNK3 inh inactive, hERG protect -4, KCNQ1 inh inactive, GSK3A inh -2, RGS4 act inactive, KCNK9 block inactive, KCNQ1 act inactive and Dyrk1A ADPGlo 3.
Screening CC(=O)c1c(N)c(C#N)c(C)n1-c1ccc(Br)cc1 returned HDAC3 inh -2, GSK3beta inhib 11, KCNK3 inh inactive, hERG protect -2, KCNQ1 inh inactive, GSK3A inh 5, PolyA inh inactive, RGS4 act inactive, KCNK9 block inactive, KCNQ1 act inactive and Dyrk1A ADPGlo 4.
For CN(C(=O)c1coc(=O)c2ccccc12)c1ccc(Br)cc1 the results were HDAC3 inh 4, GSK3beta inhib -1, KCNK3 inh inactive, hERG protect -21, KCNQ1 inh inactive, GSK3A inh -4, PolyA inh inactive, RGS4 act inactive, KCNK9 block inactive and KCNQ1 act inactive.
CC1CCCCN1C(=O)C12CCC(C)(C(=O)C1)C2(C)C (stereo unspecified) was read as HDAC3 inh 1, GSK3beta inhib 0, KCNK3 inh inactive, hERG protect -1, KCNQ1 inh inactive, GSK3A inh -2, PolyA inh inactive, RGS4 act inactive, KCNK9 block inactive, KCNQ1 act inactive and Dyrk1A ADPGlo 3.
`O=c1oc2ccccc2cc1-c1cn2cccnc2n1` gave HDAC3 inh -4, GSK3beta inhib 0, KCNK3 inh inactive, hERG protect -16, KCNQ1 inh inactive, GSK3A inh 0, PolyA inh inactive, RGS4 act inactive, KCNK9 block inactive, KCNQ1 act inactive and Dyrk1A ADPGlo 3.
For O=C(N/N=C/c1ccc(N2CCOCC2)cc1)c1ccccc1NS(=O)(=O)c1cccs1 the results were HDAC3 inh -4, GSK3beta inhib 5, KCNK3 inh inactive, hERG protect 4, KCNQ1 inh inactive, GSK3A inh -8, PolyA inh inactive, RGS4 act inactive, KCNK9 block inactive and KCNQ1 act inactive.
O=C(N/N=C/c1ccc(Br)s1)c1ccc([N+](=O)[O-])cc1 was read as HDAC3 inh 0, GSK3beta inhib -1, KCNK3 inh inactive, hERG protect -12, KCNQ1 inh inactive, GSK3A inh -1, PolyA inh inactive, RGS4 act inactive, KCNK9 block inactive, KCNQ1 act inactive and Dyrk1A ADPGlo 0.
`COC(=O)c1sccc1OC(C)C(C)=O` (stereo unspecified) gave HDAC3 inh -1, GSK3beta inhib -4, KCNK3 inh inactive, hERG protect 1, KCNQ1 inh inactive, GSK3A inh 0, PolyA inh inactive, RGS4 act inactive, KCNK9 block inactive, KCNQ1 act inactive and Dyrk1A ADPGlo -5.
Cn1cccc1CNC1CCCCC1 was read as HDAC3 inh -2, GSK3beta inhib 0, KCNK3 inh inactive, hERG protect 2, KCNQ1 inh inactive, GSK3A inh 2, PolyA inh inactive, RGS4 act inactive, KCNK9 block inactive and KCNQ1 act inactive.
`CCN(CC)CCCNC(=O)c1cc(-c2ccc(Cl)cc2)on1` gave HDAC3 inh -3, GSK3beta inhib 4, KCNK3 inh inactive, hERG protect -7, KCNQ1 inh inactive, PolyA inh inactive, RGS4 act inactive, KCNK9 block inactive, KCNQ1 act inactive and Dyrk1A ADPGlo 5.
CC(=O)Nc1ccc(-c2cn3cccnc3n2)cc1 was read as HDAC3 inh -140, GSK3beta inhib 2, KCNK3 inh inactive, hERG protect -11, KCNQ1 inh inactive, PolyA inh inactive, RGS4 act inactive, KCNK9 block inactive, KCNQ1 act inactive and Dyrk1A ADPGlo 1.
`CCOC(=O)N1CCN(S(=O)(=O)c2cccc3nonc23)CC1` gave HDAC3 inh 9, GSK3beta inhib 4, KCNK3 inh inactive, hERG protect -10, KCNQ1 inh inactive, GSK3A inh -1, PolyA inh inactive, RGS4 act inactive, KCNK9 block inactive, KCNQ1 act inactive and Dyrk1A ADPGlo 1.
For O=C(CSc1nc2ncc(Br)cc2[nH]1)c1ccc([N+](=O)[O-])cc1 the results were HDAC3 inh -3, GSK3beta inhib 3, KCNK3 inh inactive, hERG protect -10, KCNQ1 inh inactive, GSK3A inh 0, PolyA inh inactive, RGS4 act inactive, KCNK9 block inactive, KCNQ1 act inactive and Dyrk1A ADPGlo 12.
`NC(=O)Cn1nc(C(F)(F)F)c2c1CCCC2` gave HDAC3 inh 2, GSK3beta inhib -1, KCNK3 inh inactive, hERG protect -7, KCNQ1 inh inactive, GSK3A inh -2, PolyA inh inactive, RGS4 act inactive, KCNK9 block inactive, KCNQ1 act inactive and Dyrk1A ADPGlo 2.
Screening CCCCC1=CC2=CC(=O)C(C)(OC(=O)CC)C(=O)C2=CN1Cc1ccccc1 (stereo unspecified) returned HDAC3 inh 3, GSK3beta inhib -1, KCNK3 inh inactive, hERG protect -6, KCNQ1 inh inactive, GSK3A inh -1, PolyA inh inactive, RGS4 act inactive, KCNK9 block inactive and KCNQ1 act inactive.
For CC(C)C(C)(C#N)NC(=O)CSc1nc2scc(-c3ccccc3)c2c(=O)[nH]1 (stereo unspecified) the results were HDAC3 inh 3, GSK3beta inhib -14, KCNK3 inh inactive, hERG protect -15, KCNQ1 inh inactive, GSK3A inh -3, PolyA inh inactive, RGS4 act inactive, KCNK9 block inactive, KCNQ1 act inactive and Dyrk1A ADPGlo 2.
CC(C)(C)CN1C(N)=NC[C@@H]1Cc1ccc(O)cc1 was read as HDAC3 inh -2, GSK3beta inhib 1, KCNK3 inh inactive, hERG protect 1, KCNQ1 inh inactive, GSK3A inh -9, PolyA inh inactive, RGS4 act inactive, KCNK9 block inactive, KCNQ1 act inactive and Dyrk1A ADPGlo -1.
CN(C)S(=O)(=O)c1ccc(NC(=S)NC(=O)Cc2ccccc2)cc1 was read as HDAC3 inh -1, GSK3beta inhib -2, KCNK3 inh inactive, hERG protect -8, KCNQ1 inh inactive, GSK3A inh -1, PolyA inh inactive, RGS4 act inactive, KCNK9 block inactive, KCNQ1 act inactive and Dyrk1A ADPGlo -1.
`CCOC(=O)c1n[nH]c(=O)c2ccccc12` gave HDAC3 inh -10, GSK3beta inhib 3, KCNK3 inh inactive, hERG protect -8, KCNQ1 inh inactive, GSK3A inh -2, PolyA inh inactive, RGS4 act inactive, KCNK9 block inactive, KCNQ1 act inactive and Dyrk1A ADPGlo 8.
`O=C(N/C(=C/c1ccc([N+](=O)[O-])cc1)C(=O)N1CCOCC1)c1ccco1` gave HDAC3 inh -17, GSK3beta inhib 1, KCNK3 inh inactive, hERG protect -5, KCNQ1 inh inactive, GSK3A inh -2, PolyA inh inactive, RGS4 act inactive, KCNK9 block inactive, KCNQ1 act inactive and Dyrk1A ADPGlo -4.
`COc1ccc(CCNC(=O)CCS(=O)(=O)c2ccc3c(c2)NC(=O)CS3)cc1OC` gave HDAC3 inh 1, GSK3beta inhib -2, KCNK3 inh inactive, hERG protect -6, KCNQ1 inh inactive, GSK3A inh 0, PolyA inh inactive, RGS4 act inactive, KCNK9 block inactive, KCNQ1 act inactive and Dyrk1A ADPGlo 0.
COC(=O)N/N=C/c1cn(CCOc2ccccc2)c2ccccc12 was read as HDAC3 inh 0, GSK3beta inhib 0, KCNK3 inh inactive, hERG protect -6, KCNQ1 inh inactive, GSK3A inh -1, PolyA inh inactive, RGS4 act inactive, KCNK9 block inactive, KCNQ1 act inactive and Dyrk1A ADPGlo 13.
`CCOC(=O)/C=C/c1ccccc1S(=O)(=O)NC(C)(C)C` gave HDAC3 inh 3, GSK3beta inhib 1, KCNK3 inh inactive, hERG protect -1, KCNQ1 inh inactive, GSK3A inh -2, PolyA inh inactive, RGS4 act inactive, KCNK9 block inactive, KCNQ1 act inactive and Dyrk1A ADPGlo 11.
`O=C(CSc1nnc(CNC(=O)c2cccc(C(F)(F)F)c2)o1)NC1CCCC1` gave HDAC3 inh -14, GSK3beta inhib 0, KCNK3 inh inactive, hERG protect -6, KCNQ1 inh inactive, GSK3A inh 0, PolyA inh inactive, RGS4 act inactive, KCNK9 block inactive, KCNQ1 act inactive and Dyrk1A ADPGlo 5.
Screening COCCOC(=O)C1=C(C)N=C2SCCC(=O)N2C1/C=C/c1ccccc1 (stereo unspecified) returned HDAC3 inh 1, GSK3beta inhib 4, KCNK3 inh -13*, hERG protect -6, KCNQ1 inh inactive, GSK3A inh 1, PolyA inh inactive, RGS4 act inactive, KCNK9 block inactive, KCNQ1 act inactive and Dyrk1A ADPGlo -1.
For Cc1cc2nc(C)c3c(n2n1)CCC3 the results were HDAC3 inh 0, GSK3beta inhib 2, KCNK3 inh inactive, hERG protect 3, KCNQ1 inh inactive, GSK3A inh 14, PolyA inh inactive, RGS4 act inactive, KCNK9 block inactive and KCNQ1 act inactive.
For O=C(NCc1ccncc1)c1cc(C(=O)C2CC2)c[nH]1 the results were HDAC3 inh 2, GSK3beta inhib 1, KCNK3 inh inactive, hERG protect -17, KCNQ1 inh inactive, GSK3A inh -1, PolyA inh inactive, RGS4 act inactive, KCNK9 block inactive, KCNQ1 act inactive and Dyrk1A ADPGlo -1.
COc1ccc(NC(=O)CSc2nnc(CCC(=O)O)c(=O)n2N)cc1 was read as HDAC3 inh -3, GSK3beta inhib 5, KCNK3 inh inactive, hERG protect -15, KCNQ1 inh inactive, GSK3A inh -2, PolyA inh inactive, RGS4 act inactive, KCNK9 block inactive, KCNQ1 act inactive and Dyrk1A ADPGlo -3.
`O=S(=O)(c1ccc(NC(=S)NC2CCCC2)cc1)N1CCCC1` gave HDAC3 inh 1, GSK3beta inhib 0, KCNK3 inh inactive, hERG protect -13, KCNQ1 inh inactive, GSK3A inh 3, PolyA inh inactive, RGS4 act inactive, KCNK9 block inactive, KCNQ1 act inactive and Dyrk1A ADPGlo 2.
Screening COc1cccc(NC(=O)CN(C)C(=O)CC2CC3CCC2C3)c1 (stereo unspecified) returned HDAC3 inh -3, GSK3beta inhib 1, KCNK3 inh inactive, hERG protect -8, KCNQ1 inh inactive, GSK3A inh -2, PolyA inh inactive, RGS4 act inactive, KCNK9 block inactive, KCNQ1 act inactive and Dyrk1A ADPGlo 4.

This is a subset; rates above refer to the full screens.
